Vif-APOBEC3G blk = qHTS for Inhibitors of Vif-A3G Interactions: qHTS. DNA dC->dU-editing enzyme APOBEC-3G (Homo sapiens), Q9HC16. HeLa A3G-eYFP + Vif (tagged APOBEC3G with the HIV-1 protein that degrades it), YFP fluorescence, overnight. AID 602310, 2012. 410,000 tested, 0.076% active. Potency, µM (top dose mostly 46.1 µM), without a hit: top-dose activity, negative = active, usual class: inhibitors;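 note: potency is the fitted concentration of half-maximal effect; % is set by controls: 0 for no effect and ±100 for the full control effect; nearly all actives have a fitted effect of over 60% in size; hits raise eYFP signal because A3G escapes Vif-driven loss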
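Read-out is eYFP fluorescence (Ex 488/Em 500-530) from Vif-expressing HeLa A3G-eYFP cells; more signal means A3G escaped Vif-mediated degradation. Cells plated overnight, compound pinned in, incubated overnight at 37 deg C.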
RXFP1 ag = qHTS Assay for Agonists of the Relaxin Receptor RXFP1; Relaxin receptor 1 (Homo sapiens), Q9HBX9; HEK293T-RXFP1 cAMP TR-FRET, 30 min; response scale: percent of porcine relaxin response, buffer zero; Potency, µM (series often up to 57.5 µM), inactives show top-dose activation, hits mostly activators; 370,000 tested, 0.3% active; AID 2676, 2010; note: potency is the fitted concentration of half-maximal effect; % is set by controls: 0 for no effect and ±100 for the full control effect; nearly all actives have a fitted effect of over 60% in size; many of its hits are not listed in these tables
Target sequence (Q9HBX9 whole entry, looked up): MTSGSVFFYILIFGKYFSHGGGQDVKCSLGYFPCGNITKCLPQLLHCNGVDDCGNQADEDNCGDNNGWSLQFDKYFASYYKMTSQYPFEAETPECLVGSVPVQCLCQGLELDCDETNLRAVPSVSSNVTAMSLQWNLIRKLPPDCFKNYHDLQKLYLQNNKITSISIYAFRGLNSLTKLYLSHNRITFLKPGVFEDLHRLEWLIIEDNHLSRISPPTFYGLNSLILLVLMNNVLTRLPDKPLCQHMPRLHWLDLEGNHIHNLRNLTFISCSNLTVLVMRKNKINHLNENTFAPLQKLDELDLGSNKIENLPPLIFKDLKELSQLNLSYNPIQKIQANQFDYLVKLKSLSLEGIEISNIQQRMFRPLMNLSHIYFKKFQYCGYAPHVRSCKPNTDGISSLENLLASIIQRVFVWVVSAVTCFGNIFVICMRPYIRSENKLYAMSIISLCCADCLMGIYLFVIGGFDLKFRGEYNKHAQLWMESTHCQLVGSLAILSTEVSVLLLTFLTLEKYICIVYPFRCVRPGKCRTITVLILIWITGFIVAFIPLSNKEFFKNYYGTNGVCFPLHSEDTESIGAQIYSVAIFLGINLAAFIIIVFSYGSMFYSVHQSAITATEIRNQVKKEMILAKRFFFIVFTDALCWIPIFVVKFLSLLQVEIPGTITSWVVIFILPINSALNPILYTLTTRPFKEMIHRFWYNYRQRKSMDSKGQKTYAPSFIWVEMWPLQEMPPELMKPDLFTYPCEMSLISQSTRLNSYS
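HEK293 cells stably expressing RXFP1, treated 30 min at 37C with compounds plus PDE4 inhibitor Ro 20174; cAMP measured by HTRF TR-FRET. Normalized to buffer and 29 nM porcine relaxin; EC50 by Hill fit.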
Vif-A3F inh = qHTS for Inhibitors of Vif-A3F Interactions: qHTS. AID 602313, 2012. Potency, µM (titrated, usually from 46.1 µM), inactives show at the top dose activity, negative = active. 390,000 tested, 0.2% active. HeLa A3F-eYFP + Vif (tagged APOBEC3F with the HIV-1 protein that degrades it), YFP fluorescence increase; note: potency is the fitted concentration of half-maximal effect; % of control where 0% means no effect; nearly all actives have a fitted effect of over 65% in size
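HeLa cells stably expressing Vif plus C-terminally eYFP-tagged A3F were seeded, incubated overnight at 37 deg C, dosed with compound, incubated overnight again at 37 deg C. Yellow fluorescence (Ex 488/Em 500-530) reported blocked Vif-mediated A3F-eYFP degradation.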
D1 ag = Allosteric Agonists of the Human D1 Dopamine Receptor: qHTS | AID 504660, 2011 | HEK293 T-REx D1 cells, calcium flux, agonist mode | 360,000 tested, 1% active | D(1A) dopamine receptor (Homo sapiens), P21728 | activation, % at 2 µM; in the data active = activation above about 30%; note: 0% is about no effect
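Tetracycline-induced HEK293 TREx D1 cells, force-coupled to calcium signalling, were dye-loaded with a no-wash calcium kit. Compound was pin-added after a 10 s baseline. Fluorescence was read kinetically at 1 cycle/s for 180 s, with calcium rises flagged as agonism.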
D1 potentiator = Potentiators of Human D1 Dopamine Receptor: qHTS; D(1A) dopamine receptor (Homo sapiens), P21728; HEK293 TREx D1 cells, calcium flux, dopamine EC20 potentiation; potentiation, % at 10 µM; 360,000 tested, 0.036% active; in the data active = potentiation above about 30%; note: 0% is about no effect
D1 antagonist = Antagonist of Human D 1 Dopamine Receptor: qHTS | D(1A) dopamine receptor (Homo sapiens), P21728 | HEK293 TREx D1 cells, calcium flux, dopamine EC80; active compounds read low | activity change, negative = inhibition, % at 10 µM | 360,000 tested, 3.2% active | AID 504652, 2011; in the data active = activity change below about -30%; note: % is set by controls: 0 for no effect and ±100 for the full control effect
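Calcium flux readout: force-coupled, inducible Hek293 Trex D1 line, cells induced overnight at 30 C with tetracycline, dye-loaded 30–90 min at RT. Antagonism scored against EC80 dopamine challenge given 180 s after compound.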
RXFP1 antagonist = qHTS Assay for Antagonists of the Relaxin Receptor RXFP1; activity change, negative = inhibition, % at 57.5 µM; AID 1259400, 2018; HEK293-RXFP1, relaxin-stimulated cAMP HTRF, 30 min; active compounds read low; Relaxin receptor 1 (Homo sapiens), Q9HBX9; 350,000 tested, 0.59% active;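 active = activity change of -60% or lower, but not beyond a set lower limit; inconclusive = change between -60% and -40%, or beyond the set limit; inactive = change above -40%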; note: % is set by controls: 0 for no effect and ±100 for the full control effect
D2 PAM = HTS Assay for Positive Allosteric Modulators of the Human D2 Dopamine Receptor: Primary Screen for Potentiators. D(2) dopamine receptor (Homo sapiens), P14416. HEK293 T-REx D2, calcium flux, EC20 dopamine potentiation. potentiation, % at 10 µM. 340,000 tested, 0.34% active. AID 485347, 2010;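 active = potentiation over 3 SD above the plate norm, cut at about 30% in these data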; note: 0% is about no effect
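Cells plated with tetracycline inducer and held overnight at 30 C; calcium dye loaded 30–90 min at room temperature; baseline taken, compound added and read 180 s; EC20 dopamine then added and read 180 s.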
Glioma ERSR ind = qHTS for Inducers of the Endoplasmic Reticulum Stress Response (ERSR) in Human Glioma: qHTS. AID 602332, 2012. U87-MG GRP78 promoter luciferase reporter, 16 h. 420,000 tested, 0.02% active. Potency, µM, inactives show top-dose activation, hits mostly activators; note: potency is the fitted concentration of half-maximal effect; series mostly up to about 76 µM; % of control where 0% means no effect; nearly all actives have a fitted effect of over 35% in size
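Stably transfected U87-MG human glioma cells carrying a GRP78-based luminescent sensor were seeded at 1000 cells/well, pin-dosed with compounds and incubated 16 h. Luciferase reagent was then added, and end-point luminescence was read after 10 min at room temperature.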
* marks the source's active call; other numbers are inactive results; u = inconclusive; x = not tested or not shown. Unless noted, calls come from the whole dose curve; as a rule, active = well fitted curve in the direction sought with a large enough effect; inconclusive = small, poorly fitted or top-dose-only effect, or another doubt; inactive = no such curve, though single readings can be large; an effect the other way counts as inactive or inconclusive.

structure	Vif-APOBEC3G blk	RXFP1 ag	Vif-A3F inh	D1 ag	D1 potentiator	D1 antagonist	RXFP1 antagonist	D2 PAM	Glioma ERSR ind
COc1ccc(-c2cc3nc4ccccc4n3c(N)c2C#N)cc1	1.7%	11.8%	0.2%	1.5	-8.1	-1.0	19.8	0.3	2.6%
Cc1ccc(NS(=O)(=O)c2ccc3c(c2)CC(=O)N3)c(C)c1	0.5%	1.6%	3.3%	2.1	-3.1	-6.0	-1.3	-2.3	-4.1%
CC(C)C(=O)Nc1cc(S(=O)(=O)N2CCOCC2)ccc1N1CCCCC1	-2.2%	x	-3.4%	x	x	x	-15.7	x	-2.1%
O=C(Nc1cccc(Cl)c1)N1CCN(C2c3ccccc3-c3ccccc32)CC1	-3.9%	3.6%	9.2%	11.1	-3.0	12.8	u	-3.4	-7.2%
COc1ccc(-c2noc(CCC(=O)Nc3cccnc3)n2)cc1OC	-0.7%	6.8%	0.3%	2.6	-5.5	2.7	-6.8	20.5	2.9%
CC1CCCN(CC(O)COc2ccc(S(=O)(=O)N3CCCC3)cc2[N+](=O)[O-])C1 (stereo not drawn)	-0.8%	0.8%	-23.8%	4.7	-0.1	9.2	-26.4	-4.9	-2.4%
COc1ccc(S(=O)(=O)N2CCOCC2)cc1NC(=O)CN1C(=O)CN(C)C1=O	-4.2%	x	0.5%	x	x	x	1.5	x	-2.2%
COc1ccccc1N(CC(=O)NCC1CCCO1)C(=O)CCC(=O)Nc1cc(C)on1 (stereo not drawn)	-0.7%	2.1%	-6.2%	1.6	2.5	19.3	2.7	11.2	-4.8%
O=C(CCCN1C(=O)c2ccccc2C1=O)NCCc1ccc(OC(F)F)cc1	1.5%	2.5%	-3.1%	1.8	-5.3	21.9	-4.0	x	0.5%
COc1ccc(S(=O)(=O)N2CCC(C(=O)N3CCOCC3)CC2)cc1Cl	-6.0%	2.2%	-13.3%	1.5	-8.2	1.2	18.2	11.9	-4.2%
Cc1cccc(NC(=O)c2nc[nH]c2C(=O)Nc2ccccc2[N+](=O)[O-])c1	0.1%	0.9%	0.9%	2.9	-4.3	11.8	-1.9	5.9	3.5%
O=C(CSc1nnnn1-c1ccccc1)c1ccc(O)cc1O	1.8%	3.3%	-7.6%	3.7	0.6	-16.3	0.9	6.8	7.6%
COc1ccccc1NS(=O)(=O)c1cc(NC(=S)NCC2CCCO2)ccc1C (stereo not drawn)	-1.2%	0.0%	-24.0%	7.5	0.3	-7.3	-8.0	13.6	-1.0%
O=C(Cc1ccccc1)N1CCc2ccccc21	0.3%	-0.8%	1.0%	1.7	5.2	-1.8	-12.9	16.5	2.6%
CCOC(=O)C1C(c2ccc3c(c2)OCO3)NC(=O)NC1(O)C(F)(F)F (stereo not drawn)	-0.8%	3.3%	-1.6%	4.6	-1.8	-9.0	-16.1	-1.7	-5.2%
CC(=O)c1c(C)nc(-c2ccccc2)n1O	3.4%	-0.6%	-2.2%	1.4	-7.8	-1.2	4.0	0.8	1.9%
CCOC(=O)N1CCC(NC(=O)CSCc2nc(-c3ccc(OCC)cc3)oc2C)CC1	2.3%	-0.6%	3.8%	4.6	-1.2	-19.4	3.7	3.6	-1.8%
C=CCSC1=N/C(=C/c2ccsc2)C(=O)N1c1ccccc1	-7.3%	-0.2%	2.4%	7.2	-13.1	-58.3*	x	5.1	-0.6%
O=C(CNC(=O)c1ccco1)OCC(=O)c1ccccc1	0.4%	0.0%	0.3%	5.0	-4.5	6.3	-7.3	0.2	-0.9%
C=CCn1nc(C(=O)OCC)cc1-c1sc(NC(=O)c2ccccc2)nc1C	-8.2%	x	2.1%	x	x	x	-8.4	x	-0.1%
CSCCC(NC(=O)c1ccccc1Cl)C(=O)NCCOc1ccccc1 (stereo not drawn)	-1.2%	0.5%	0.1%	0.3	2.4	-0.7	9.6	10.9	-4.8%
Cc1oc(C)c2c(=O)cc(-c3ccc4c(c3)OCO4)cc(OC(=O)c3ccccc3Cl)c12	10.2%	3.7%	u	3.1	-0.5	10.8	-27.4	5.5	-4.8%
COc1ccc(C(=O)c2ccc(N3CCOCC3)cc2)c(OC)c1	-8.1%	6.5%	3.4%	5.1	-1.1	4.9	-5.2	-2.4	0.6%
O=c1[nH]c(SCc2cccc(Cl)c2)nc2c1CCCC2	0.1%	-1.7%	0.7%	4.5	0.7	-12.2	-22.7	23.4	-8.2%
COc1ccc(OC)c(NC(=O)c2ccc(N3C(=O)C4CC=C(C)CC4C3=O)cc2)c1 (stereo not drawn)	2.6%	-1.8%	0.7%	1.8	3.1	18.8	6.8	-19.4	-1.7%
C=CCN1C(=O)C(CC(=O)Nc2ccccc2)SC1=Nc1ccc(S(N)(=O)=O)cc1 (stereo not drawn)	0.4%	1.9%	3.3%	8.6	-6.0	-2.8	11.6	0.0	-3.5%
CC(C)CC(=O)NC(=S)Nc1cc(C(F)(F)F)ccc1N1CCOCC1	-2.2%	0.6%	-8.6%	3.1	-6.0	-13.0	-8.7	1.1	-4.3%
Cc1ccc(C(=O)Nc2c3c(nn2-c2ccccc2)CS(=O)(=O)C3)cc1C	-0.4%	0.2%	-3.4%	0.6	1.6	3.4	0.3	-0.2	0.3%
Cc1cc(C)cc(-n2c(SCC(=O)Nc3nnc(C)s3)nc3c([nH]c4ccccc43)c2=O)c1	-0.6%	13.4%	-0.3%	-0.6	-4.0	11.7	x	-3.7	-4.0%
CCOc1ccc(S(=O)(=O)NCCC(=O)NC(C)CCc2ccccc2)cc1 (stereo not drawn)	1.1%	-0.4%	-6.9%	2.3	0.9	-8.2	-1.8	x	-4.5%
COC(=O)N/N=C/c1cn(Cc2c(Cl)cccc2Cl)c2ccccc12	-8.1%	-1.3%	-14.1%	-1.6	-5.3	-8.7	-8.0	2.0	-5.2%
COC(=O)c1sc2ccccc2c1-n1cccc1C(=O)C(=O)Nc1ccc(OC)cc1	-20.0%	7.0%	2.8%	x	x	x	-5.9	x	-1.4%
CCOC(=O)CSc1nc(Cc2ccccc2)nc2ccccc12	2.7%	u	0.0%	2.2	7.5	2.0	3.3	x	-2.8%
COc1ccccc1N(CC(=O)NC1CCCC1)C(=O)CCC(=O)Nc1ccccn1	-5.1%	1.6%	-9.1%	-1.4	-7.2	-1.1	-5.1	x	-1.1%
C/C(=N/NC(=O)c1ccc2c(c1)OCO2)c1cccc([N+](=O)[O-])c1	-7.5%	1.4%	-1.9%	-0.3	-1.3	0.6	5.6	x	3.0%
O=C(Cn1nc(Cc2cccnc2)c2ccccc2c1=O)NCC1COc2ccccc2O1 (stereo not drawn)	-4.7%	0.6%	5.8%	0.5	-3.5	12.1	-5.9	0.6	-5.4%
Cc1ccc(N=C2NC(=O)CS2)cc1C	-10.9%	-2.2%	9.3%	-3.6	-5.3	10.1	4.0	-3.0	0.1%
CCn1c(=N)n(CC(O)c2ccco2)c2ccccc21 (stereo not drawn)	-3.8%	-0.1%	-5.6%	6.8	-7.1	0.0	-4.2	-6.9	-2.1%
Cn1c(=O)cc(OCCCC(=O)NCCC2=CCCCC2)c2ccccc21	-0.2%	0.0%	-27.4%	-0.2	-0.8	-0.5	-27.8	x	-0.3%
S=c1[nH]nc(COc2ccccc2)n1/N=C/c1ccccc1Cl	2.9%	1.9%	u	6.6	4.5	2.4	-35.3	4.3	-0.7%
Cc1ccccc1-c1cc2nc(C)c(C)c(=O)n2[nH]1	-1.2%	-0.2%	7.0%	4.1	-4.2	-32.6*	10.8	-6.3	8.1%
CCOC(=O)C1(CC2CCCCO2)CCN(S(=O)(=O)c2c(C)nn(C)c2C)CC1 (stereo not drawn)	0.4%	-0.2%	8.5%	-0.5	-5.2	8.4	-1.9	-2.8	-3.6%
O=C(c1ccccc1)c1ccc(-n2cnnc2)c([N+](=O)[O-])c1	1.1%	-5.0%	-8.6%	9.8	-6.1	-19.0	10.7	5.4	-1.6%
CCOc1ccccc1C(=O)NC(C(=O)NCc1ccccc1OC)C(C)C (stereo not drawn)	11.5%	1.4%	5.0%	-1.3	-7.5	-11.4	-2.4	4.9	-2.3%
CCOCCCNC(=O)C(c1ccccc1)N(Cc1ccc2c(c1)OCO2)C(=O)CNC(C)=O (stereo not drawn)	0.0%	0.5%	-4.8%	3.1	-6.3	-3.5	1.4	-1.9	-4.2%

A portion of the library; the hit share may differ from the screen's.
